EPAC2 agonist – activates human EPAC2 exchange factor. Q8WZA2. EPAC2 activation, biochemical qHTS; response scale: 100% = 6.5 mM cAMP response. 0.079% of 360,000 active. Potency, µM (doses to about 154 µM), for the others: at the top dose activation, most hits filed as activators. AID 720711; note: potency is the fitted concentration of half-maximal effect; nearly all actives have a fitted effect of over 50% in size
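Compounds were added across a concentration range to EPAC2 (100 nM), RAP1B-BODIPY-GDP (250 nM) and GDP (50 uM). After 5 min at room temperature, fluorescence was recorded at 5-min intervals for 30 min.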
EPAC2 antag – EPAC2 (human) antagonism; Q8WZA2; EPAC2 GEF exchange of Rap1B-BODIPY-GDP, fluorescence; Potency, µM (top dose mostly 114 µM), inactives show at the highest dose activity, negative = inhibition, most hits filed as inhibitors; 0.18% of 360,000 active; note: potency is the fitted concentration of half-maximal effect; % is set by controls: 0 for no effect and ±100 for the full control effect; nearly all actives have a fitted effect of over 45% in size; many of its hits are not listed in these tables
DRD3 antagonist – D3 dopamine receptor (human) antagonism; max response, negative = inhibition, %; 2.5% of 360,000 active; D3R cells, DiscoveRx beta-arrestin luminescence, antagonist mode; active compounds read low; AID 652054; in the data active = max response below about -50%; inconclusive = no clear call, values can overlap the other calls; note: % is set by controls: 0 for no effect and ±100 for the full control effect; mostly tested at two doses, the higher about 12 µM
Target sequence (P35462 whole entry, looked up): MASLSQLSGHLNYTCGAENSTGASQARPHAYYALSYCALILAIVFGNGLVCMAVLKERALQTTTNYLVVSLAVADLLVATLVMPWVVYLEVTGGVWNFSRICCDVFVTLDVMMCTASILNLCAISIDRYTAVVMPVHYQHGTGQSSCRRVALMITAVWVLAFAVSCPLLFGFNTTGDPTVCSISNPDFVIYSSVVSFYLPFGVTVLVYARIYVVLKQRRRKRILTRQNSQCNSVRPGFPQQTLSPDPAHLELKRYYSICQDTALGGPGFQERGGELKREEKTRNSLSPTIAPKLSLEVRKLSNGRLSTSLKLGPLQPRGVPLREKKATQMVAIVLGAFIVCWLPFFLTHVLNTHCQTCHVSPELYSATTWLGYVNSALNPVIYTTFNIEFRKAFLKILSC
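Cells plated overnight at 1500 cells/well, then exposed to library compounds with dopamine controls for 90 minutes at 37 degrees C. DiscoveRx reagent added for 30–60 minutes at room temperature; luminescence read, quantitative HTS format.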
aSyn yeast inh – rescues yeast growth from alpha-synuclein toxicity. Yeast expressing alpha-synuclein, growth rescue, BacTiter-Glo, 24 h. Potency, µM (highest dose often 46.1 µM), for the others: at the highest dose growth rescue (activation), most hits filed as activators. 0.14% of 370,000 active. AID 652106; note: potency is the fitted concentration of half-maximal effect; % of control where 0% means no effect; nearly all actives have a fitted effect of over 65% in size
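Screening used galactose-induced yeast with toxic alpha-synuclein levels, exposed to compound for 24 hr at 30 deg C. Cell growth, read with BacTiter-Glo luminescence, gave the measured signal.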
TDP43 rescue – TDP-43 toxicity inhibition in yeast. TDP-43 expressing yeast growth rescue, BacTiter-Glo, 24 h. Potency, µM (highest dose often 46.1 µM), without a hit: at the top dose growth rescue (activation), most hits filed as activators. 1.8% of 410,000 active; note: potency is the fitted concentration of half-maximal effect; % of control where 0% means no effect; nearly all actives have a fitted effect of over 50% in size
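Cell-based yeast growth screen: TDP-43 expression induced in galactose, inoculum OD600=0.02 after raffinose pregrowth to mid-log. Read-out BacTiter-Glo luminescence at 24 hr, 30 deg C; inhibition of toxicity seen as signal increase.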
Abeta rescue – restores growth of yeast expressing A-beta42 peptide | 0.063% of 410,000 active | yeast expressing A-beta42, growth rescue, OD600, 48 h; response scale: 0% DMSO, 100% iron-clioquinol control | AID 1347071 | Potency, µM (top dose mostly 46.1 µM), for inactives: at the highest dose growth rescue, actives largely listed as activators; note: potency is the fitted concentration of half-maximal effect; nearly all actives have a fitted effect of over 55% in size
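Yeast growth medium received pinned compounds, then yeast cells expressing toxic A-beta were added; plates incubated at 30 C for 48 hr. Growth read as absorbance at 600 nm, normalized to DMSO and equimolar FeCl3 plus clioquinol controls.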
DRD3 agonist – activates the human D3 dopamine receptor; 0.58% of 410,000 active; D3R DiscoveRx beta-arrestin cells, luminescence, 90 min; P35462; max activation, %; AID 652048; in the data active = max activation above about 30%; note: 0% is about no effect; mostly tested at two doses, the higher about 12 µM
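Cells at 1500/well, incubated overnight, then treated with pinned compounds (dopamine as control) for 90 min at 37 degrees C. DiscoveRx reagent added for 30 - 60 minutes at room temperature; luminescence read.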
FUS suppressor – suppressors of FUS proteinopathy in yeast. S. cerevisiae FUS-expressing, growth rescue, OD600, 24 h. 0.24% of 390,000 active. AID 1347120. Potency, µM (doses to about 76.6 µM), inactives show at the highest dose growth rescue (activation), usual class: activators;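 note: potency is the fitted concentration of half-maximal effect; plate controls were DMSO vehicle for no effect and reference control for full effect; nearly all actives have a fitted effect of over 55% in size; some results filed as inactive show a strong effect at the top dose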
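Absorbance at 600 nm, taken 24hr after compound addition, measured rescue of FUS-yeast growth at 30C. Induction used 2% galactose with seeding at OD 0.005. Controls: CP55940 from 92uM final, DMSO only.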
Starred values were filed as active, the others as inactive; ? = inconclusive; · = not tested or not shown; [ ] = remark or other dose. Unless noted, calls come from the whole dose curve; as a rule, active = well fitted curve in the direction sought with a large enough effect; inconclusive = small, poorly fitted or top-dose-only effect, or another doubt; inactive = no such curve, though single readings can be large; an effect the other way counts as inactive or inconclusive. Some of the compounds tested; the hit share may differ from the screen's.

Each structure is followed by: EPAC2 agonist, EPAC2 antag, DRD3 antagonist, aSyn yeast inh, TDP43 rescue, Abeta rescue, DRD3 agonist, FUS suppressor
> COc1ccc2sc(-c3ccc(N(C)C)cc3)c(C#Cc3cncn3C)c2c1
    14.7%, 3.3%, 234.1, -31.7%[inhibitor], -91.2%[inhibitor], -12.3%, 83.0*, ?
> CC1(C)CC(NC(=O)CCc2ccccc2)CC(C)(C)N1
    6.6%, 0.5%, 0.0, -2.5%, -8.8%, -0.9%, -9.6, 18.9%
> CC1Sc2ccc(S(=O)(=O)CCC(=O)N3CCN(c4ccccc4)CC3)cc2NC1=O (stereo unspecified)
    -3.7%, -14.6%, 4.0, 0.7%, -1.8%, 5.4%, 2.9, 4.8%
> CCOc1cc(C=O)ccc1OCCSc1ccc(Cl)cc1
    9.1%, -4.3%, 0.6, -25.1%, ?, 8.2%, 11.8, 44.0%
> CCOc1ccc2[nH]c3nc(SCC(=O)OC(C)C)nnc3c2c1
    2.3%, -1.4%, -2.9, 0.1%, 5.4%, 16.2%, 1.3, -39.2%
> FC(F)(F)c1cccc(Nc2nc(N3CCCC3)nc(N3CCCC3)n2)c1
    -9.4%, -13.1%, 11.0, 1.9%, ?, -5.7%, 0.5, 4.6%
> COc1ccc(CN2C(=O)c3ccccc3C2OC)cc1 (stereo unspecified)
    6.9%, -12.8%, 1.4, 3.1%, 17.4%, 5.3%, 2.8, -16.7%
> COc1ccc(C(=O)NNC(=O)CN2CCN(c3nc(-c4ccccc4)cs3)CC2)cc1
    -6.4%, -0.1%, 22.4, 0.6%, -0.1%, 4.0%, 1.2, 3.3%
> COC(=O)[C@H]1C[C@H](OC(=O)NCc2ccco2)[C@@]2(O)CN(S(=O)(=O)c3ccc(C)cc3)CC2[C@H]1C(=O)OC (stereo partly specified)
    12.2%, -2.5%, 7.2, 0.3%, 0.0%, 0.6%, 3.8, 2.6%
> CCOC(=O)N1CCC(NC(=O)c2cc(C(=O)NC3CCN(Cc4ccccc4)CC3)ccc2CO)CC1
    4.5%, -14.7%, 1.3, 6.7%, -17.5%, 3.9%, -8.1, 5.5%
> COc1ccc(/C=C(/C#N)C(=O)Nc2ccccc2C)cc1C(=O)O
    11.8%, 17.5%, -4.3, 14.2%, -7.0%, 1.5%, -10.5, 2.4%
> Cc1ccc(NC(=O)CN2CCOCC2)cc1S(=O)(=O)N1CCCCC1
    0.6%, 0.0%, -8.5, -1.1%, 16.2%, -0.1%, 3.6, 7.8%
> O=C(Nc1nccs1)C1CC2CCC1C2 (stereo unspecified)
    0.1%, 7.7%, -23.8, 1.1%, ?, 19.1%, -3.5, 26.0%
> CCOC(=O)C1CCN(C(=O)c2n[nH]c(=O)c3ccccc23)CC1
    7.2%, 2.8%, 7.8, 2.9%, 6.0%, 5.5%, 0.3, 11.7%
> Cc1nc(SCC(=O)N(CC(C)C)C2CCS(=O)(=O)C2)c(C#N)c(C)c1C (stereo unspecified)
    -4.9%, 1.8%, 13.2, 3.1%, 5.5%, 10.9%, 3.0, 16.1%

An excerpt from above in order of count of non-hydrogen atoms, smallest number first.
Each structure is followed by: EPAC2 agonist, EPAC2 antag, DRD3 antagonist, aSyn yeast inh, TDP43 rescue, Abeta rescue, DRD3 agonist, FUS suppressor
> COc1ccc(CN2C(=O)c3ccccc3C2OC)cc1 (stereo unspecified)
    6.9%, -12.8%, 1.4, 3.1%, 17.4%, 5.3%, 2.8, -16.7%
> CCOc1cc(C=O)ccc1OCCSc1ccc(Cl)cc1
    9.1%, -4.3%, 0.6, -25.1%, ?, 8.2%, 11.8, 44.0%
> CCOc1ccc2[nH]c3nc(SCC(=O)OC(C)C)nnc3c2c1
    2.3%, -1.4%, -2.9, 0.1%, 5.4%, 16.2%, 1.3, -39.2%
> COc1ccc2sc(-c3ccc(N(C)C)cc3)c(C#Cc3cncn3C)c2c1
    14.7%, 3.3%, 234.1, -31.7%[inhibitor], -91.2%[inhibitor], -12.3%, 83.0*, ?
> CC1Sc2ccc(S(=O)(=O)CCC(=O)N3CCN(c4ccccc4)CC3)cc2NC1=O (stereo unspecified)
    -3.7%, -14.6%, 4.0, 0.7%, -1.8%, 5.4%, 2.9, 4.8%
> CCOC(=O)N1CCC(NC(=O)c2cc(C(=O)NC3CCN(Cc4ccccc4)CC3)ccc2CO)CC1
    4.5%, -14.7%, 1.3, 6.7%, -17.5%, 3.9%, -8.1, 5.5%

(next part)
Short keys: A = EPAC2 agonist; B = EPAC2 antag; C = DRD3 antagonist; D = aSyn yeast inh; E = TDP43 rescue; F = Abeta rescue; G = DRD3 agonist; H = FUS suppressor
structure: Cc1ccc(NC(=O)CCN2C(=O)NC(C)(C)C2=O)cc1F
  A: 2.5%	B: 8.4%	C: 9.5	D: 1.3%	E: 2.9%	F: 3.5%	G: 6.1	H: -2.8%
structure: COCC(=O)Nc1cc(C)cn(Cc2cccc(C(F)(F)F)c2)c1=O
  A: -0.4%	B: 6.4%	C: 11.9	D: 0.0%	E: 3.8%	F: 7.2%	G: 3.5	H: -1.0%
structure: Cc1oc(-c2ccccc2F)nc1CN1CCC(C(=O)NCc2ccco2)CC1
  A: -1.4%	B: -4.8%	C: -17.9	D: 3.2%	E: 14.7%	F: 19.6%	G: 0.8	H: 12.7%
structure: C/C(=N/NS(=O)(=O)c1ccc(Cl)cc1)c1cccc(NC(=O)c2ccc(Cl)cc2Cl)c1
  A: 1.4%	B: -9.7%	C: 11.9	D: 5.8%	E: 12.6µM*	F: -11.0%	G: 1.5	H: 24.6%
structure: O=C1CN(S(=O)(=O)c2cc(Br)ccc2Br)CCN1
  A: 3.3%	B: 3.3%	C: -7.0	D: -4.0%	E: 20.3%	F: 2.6%	G: -0.9	H: -3.5%
structure: O=C(Cc1ccccc1)N/N=C/c1ccc2cccc(O)c2n1
  A: -3.7%	B: 11.1%	C: -9.4	D: 1.9%	E: -20.8%	F: -2.2%	G: -3.9	H: 1.3%
structure: c1ccc(NC2=Nc3cccc4cccc2c34)cc1
  A: 5.3%	B: -2.0%	C: 0.6	D: -1.7%	E: 18.8%	F: -21.6%	G: -5.3	H: -1.9%
structure: Cc1ccc(C(c2sc3nc(-c4ccco4)nn3c2O)N2CCCCC2)cc1 (stereo unspecified)
  A: ·	B: ·	C: ·	D: ·	E: 3.7%	F: 13.2%	G: 6.6	H: 14.7%
structure: CCCNC(=O)N1CCC(C(=O)c2ccc(F)cc2)CC1
  A: -4.5%	B: 19.9%	C: 0.4	D: -0.2%	E: 20.7%	F: 1.6%	G: 2.1	H: 13.2%
structure: O=C(Cc1ccc(NC(=O)C2CCN(C(=O)c3ccccc3)CC2)cc1)Nc1ccc(C(=O)N2CCOCC2)cc1
  A: 0.9%	B: 1.6%	C: 12.1	D: 0.5%	E: ?	F: 9.0%	G: 8.4	H: -0.4%
structure: Cc1cc(-n2cnc3c(=O)[nH]cnc32)ccc1N
  A: 7.9%	B: 0.1%	C: 1.3	D: 8.8%	E: -5.7%	F: 7.0%	G: -0.4	H: -10.1%
structure: COc1cccc(NC(=O)N2CCCC2)c1
  A: 6.6%	B: -2.8%	C: 15.1	D: 4.6%	E: 22.6%	F: 5.7%	G: 0.9	H: -1.6%
